Compound activity from PubChem.
TDP1 cell CPT: growth inhibition of DT40 Tdp1-/-;hTDP1 cells with camptothecin (screen for TDP1 inhibitors); chicken DT40 Tdp1-/-;hTDP1 cells + 20 nM CPT, ATP luminescence, 48 h; Potency, µM (series often up to 46.2 µM), for the others: at the highest dose activity change, negative = growth inhibition, actives largely listed as inhibitors; 420,000 compounds, 12% hits; AID 686979; also: nearly all actives have a fitted effect of over 55% in size
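Chicken DT40 Tdp1-/- cells stably complemented with human TDP1 were seeded at 400 cells/well in medium containing 20 nM camptothecin, exposed to pin-transferred compounds, and grown at 37 °C for at least 48 hr. Viability was read as ATP luminescence.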
FEN1 inhibitor: blocks human flap endonuclease 1; AID 588795; Potency, µM (doses to about 114 µM), for the others: top-dose activity change, negative = inhibition, usual class: inhibitors; Recombinant FEN1 flap cleavage, fluorescence, 15 min; P39748; 390,000 compounds, 0.35% hits; also: nearly all actives have a fitted effect of over 65% in size
Target sequence (P39748 whole entry, looked up): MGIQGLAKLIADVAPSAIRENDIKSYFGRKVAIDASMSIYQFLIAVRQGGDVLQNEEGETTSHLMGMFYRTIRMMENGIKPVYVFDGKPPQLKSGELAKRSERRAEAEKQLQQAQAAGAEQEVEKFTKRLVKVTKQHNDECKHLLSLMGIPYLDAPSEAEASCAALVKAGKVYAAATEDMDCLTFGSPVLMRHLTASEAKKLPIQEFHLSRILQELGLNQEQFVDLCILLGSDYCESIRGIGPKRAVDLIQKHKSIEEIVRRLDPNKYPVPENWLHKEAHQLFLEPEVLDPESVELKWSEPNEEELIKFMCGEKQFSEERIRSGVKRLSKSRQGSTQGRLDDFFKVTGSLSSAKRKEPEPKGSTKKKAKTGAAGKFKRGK
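FEN1 at 10 nM, compound pretreatment for 15 min (room temperature), 50 nM final substrate to initiate; endpoint reads at 0 and 15 min; DMSO-only plates used as vehicle background.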
GCN5L2 inh: GCN5L2 (KAT2A) acetyltransferase inhibition; GCN5L2 HAT assay, ThioGlo1 CoA-SH fluorescence; Potency, µM (top dose mostly 58.9 µM), inactives show at the highest dose activity change, negative = inhibition, hits mostly inhibitors; 390,000 compounds, 0.21% hits
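GCN5L2 (20 nM) in 50mM HEPES pH 7.5, 0.1mM EDTA, 0.01% Tween-20 preincubated 15 min with compounds at room temperature. Reaction started with H3(1-25) 75uM, acetyl-CoA 70uM, ThioGlo1 50uM; CoA-thiol fluorescence (Ex340/Em540) read at 0 and 20 min.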
The depositor's hits bear a star; ? = inconclusive; / = not tested or not shown; & = joins results of further samples; [ ] = another dose, or the depositor's remark. Calls follow the shape of the dose curve; as a rule, active = well fitted curve in the direction sought with a large enough effect; inconclusive = small, poorly fitted or top-dose-only effect, or another doubt; inactive = no such curve, though single readings can be large; an effect the other way counts as inactive or inconclusive. % is scaled to controls: 0 for no effect and ±100 for the full control effect; potency is read from the fitted curve at half-maximal effect. Not all compounds are listed. The share of hits here may be higher or lower than overall.

A first look, 2 compounds:
SMILES | TDP1 cell CPT | GCN5L2 inh | FEN1 inhibitor
CCc1cc2c(cc3c(=O)n(CC(=O)N4CCN(c5ccccn5)CC4)nc(CC)n32)s1 | ? | 0% | 4%
CC(=O)c1ccc(OCC(=O)OC(C)C(=O)NC2CCCCC2)cc1 (configuration not stated) | 5% | -9% | 19%

The listing, repeating the preview:
SMILES | TDP1 cell CPT | GCN5L2 inh | FEN1 inhibitor
CCc1cc2c(cc3c(=O)n(CC(=O)N4CCN(c5ccccn5)CC4)nc(CC)n32)s1 | ? | 0% | 4%
CC(=O)c1ccc(OCC(=O)OC(C)C(=O)NC2CCCCC2)cc1 (configuration not stated) | 5% | -9% | 19%
COC(=O)c1sc2nc(C)cc(C)c2c1N | -24% | -30% | -17%
Cc1ccc(-n2c(=O)c3c(cnn3C)n(CC(=O)Nc3c(C)cccc3C)c2=O)cc1 | -10% | 3% | 16%
CC(C)NC(=O)c1onc(CSc2cccc(Cl)c2)c1C(=O)O | -1% | -4% | -17%
COc1ccc(CNC(=O)COC(=O)c2ccco2)cc1 | 40%[activator] | 1% | 0%
CCOc1c2c(nc3ccc(Cl)cc13)CCC2 | ? | 3% | -3%
CCOc1ccccc1-n1c(SCC(=O)N(C(C)C)C(C)C)nnc1-c1cccnc1 | -6% | 2% | 3%
C=CCNC(=O)CCNS(=O)(=O)c1ccc(Br)cc1 | -2% | -1% | 0%
COc1cccc(NC(=O)CSc2nccn(-c3ccc4c(c3)OCCO4)c2=O)c1 | ? | -2% | -4%
COc1ccc(OC(=O)Nc2ccc([N+](=O)[O-])cc2OC)cc1 | -29% | -18% | 17%
COc1cc2c(cc1OC)C(C)N(C(=O)c1ccc(C)o1)CC2 (configuration not stated) | 26µM* | -3% | 12%
Cc1nc2ccccc2c(=O)n1/N=C/c1c(O)ccc2ccccc12 | ? | 0% | 1%
COc1ccc(NC(=O)CCCC2CCCCC2)c(OC)c1 | -22% | -4% | -26%
Cc1ccc(NC(C(N)=O)c2c(C)[nH]c(=O)[nH]c2=O)cc1 (configuration not stated) | -14% | -1% | -3%
N#Cc1ccc(OCC(=O)Nc2ccc3[nH]c(=O)[nH]c3c2)cc1 | -5% | -4% | -12%
O=C1Nc2ccc(Cl)cc2C(C#CC2CC2)(C(F)(F)F)O1 (configuration not stated) | ? | -5%&-22% | -29%
COc1ccc(-n2cnnc2)cc1 | 8% | -12% | 33%[activator]
CCC(C)n1c(SCC(=O)NC(=O)Nc2ccc3c(c2)OCCO3)nc2ccccc2c1=O (configuration not stated) | ? | ? | ?
CC[N+]1(C)C2CCC1CC(OC(=O)[C@H]1CCC(C(=O)OC3CC4CCC(C3)[N+]4(C)CC)(c3ccccc3)c3ccccc31)C2 (some centres not stated) | -7% | 0% | /
Cc1ccc(C(=O)COC(=O)c2cnccn2)cc1[N+](=O)[O-] | -17% | -2% | 0%
O=C(Nc1cccc(S(=O)(=O)N2CCOCC2)c1)c1c2c(nc3ccccc13)CCC2 | 2% | -21% | -5%
COc1cc(OC)cc(C(=O)N2CCCC(c3nc(-c4ccc(C)o4)no3)C2)c1 (configuration not stated) | -9% | -2% | 1%
COc1cc(C(F)(F)F)c(C(=O)N(C)c2ccc(Cl)cc2)cn1 | -28% | 2% | 12%
CN(CCOc1ccccc1Cl)Cc1ccccc1 | ? | -9% | 1%
COc1ccccc1NC(=O)Cn1cnc2c(cnn2-c2ccc(C)c(C)c2)c1=O | -29% | 3% | 0%
CNc1nc2[nH]c(=O)c3c(c2s1)OC(N)=C(C#N)C3c1cccc(F)c1 (configuration not stated) | 6% | -4% | -5%
O=C(NCc1ccc(C(F)(F)F)cc1)C1CC(c2ccccc2C(F)(F)F)=NO1 (configuration not stated) | -18% | 13% | -16%
Cc1cccc(C)c1NC(=O)N1CC=C(n2c(=O)[nH]c3ccccc32)CC1 | 15µM* | -11% | 19%
COC(=O)CCCC(=O)NC1CCCN(C2Cc3ccccc3C2)C1 (configuration not stated) | -8% | -17% | 2%
Cc1ccc(S(=O)(=O)N(C)CC(=O)N2CCCCCCC2)cc1 | -21% | 2% | 2%
Cc1cccc(N2CCN(Cc3nnc(-c4ccccc4C)o3)CC2C)c1 (configuration not stated) | 13µM* | -3% | -11%
Cc1ccc(C(=O)CSc2nnc3c4ccccc4nc(C(C)(C)C)n23)cc1 | ? | -5% | -20%
O=C(COC(=O)c1ccc(C(F)(F)F)cc1)NC(=O)C1CCCCC1 | -15% | / | 14%
CSc1cccc(NC(=O)C2CCCN(c3ncnc4c3nc3n4CCCCC3)C2)c1 (configuration not stated) | ? | -16% | -17%
Cc1[nH]c(=S)c(C#N)c(C)c1Cc1ccccc1 | ? | -4% | -5%
C=Cc1ccc(Cn2c(C(=O)O)c(CNCc3ccccc3)c3ccc(C)cc32)cc1 | 7.3µM* | -26% | -3%
CC(C)(C)S(=O)(=O)N1Cc2cc(CO)cc(CCO)c2[C@H]1CCO | -3% | / | -3%
CC1CCN(C(=O)CSc2nnc3c(n2)[nH]c2ccc(F)cc23)CC1 | ? | -1% | -6%
O=C(Nc1cc(C(F)(F)F)ccc1Cl)c1nc2ccccc2nc1N1CCCCC1 | -29% | -5% | -3%
CNC(=O)c1c(NC(=O)c2ccc(S(=O)(=O)N3CCCC(C)C3)cc2)sc2c1CCC2 (configuration not stated) | 21µM* | -2% | 0%
COc1ccc(-n2c(O)c(/C=N/Nc3nc(C)cc(C)n3)c3ccccc3c2=O)cc1OC | ? | 1% | 2%
CCOC(=O)N1CCN(S(=O)(=O)/C=C/c2ccccc2)CC1 | -26% | -5% | 9%
O=C(Cc1cccc2ccccc12)N/N=C/c1ccc2cccc(O)c2n1 | ? | -1% | 6%
O=C(CSc1nnnn1-c1ccc(Cl)cc1)NC1CCS(=O)(=O)C1 (configuration not stated) | -5% | 0% | 0%
COc1ccc(-c2nc3c(-c4ccc(F)cc4)cnn3cc2C)cc1F | 23µM* | -17% | -15%
O=C(NC(Cc1ccccc1)c1ccc2c(c1)OCCCO2)c1ccccc1 (configuration not stated) | -21% | -5% | -10%
COCCNC(=O)c1ccc(CS(=O)(=O)c2ccccc2C)o1 | -7% | 47%[activator] | 13%
Cn1c(CN2CCOCC2)nnc1SCC(=O)Nc1ccc([N+](=O)[O-])cc1O | -6% | ? | 0%
Cc1c(CN(C)C)c2c(n1C)C(=O)c1ccc(Br)cc1-2 | ? | 11% | ?
COC(=O)c1ccc(C(=O)OC)c(NC(=O)COC(=O)c2ccc(OC)c(OC)c2OC)c1 | -20% | -10% | 3%
CCNc1nc2nonc2nc1NCC | 5% | -2% | -6%
Cc1ccccc1NS(=O)(=O)c1ccc2[nH]cc(C(=O)N3CCCCC3)c(=O)c2c1 | 19% | -15% | -9%
O=C(CSc1nc2c([nH]c3ccccc32)c(=O)n1-c1ccc(Cl)cc1)N1CCCCCC1 | ? | 10% | 18%
Cc1cc2ccccn2c1C(=O)c1nc(N2CCOCC2)ncc1Cl | -15% | -11% | -17%
Cc1ccc(NC(=O)c2ccc(CNc3c(N4CCC(C)CC4)c(=O)c3=O)cc2)cc1 | 3% | -6% | -3%
COc1ccc(-c2nc(SCC(=O)Nc3c(F)cccc3F)n[nH]2)cc1 | -28% | 2% | 0%
COc1ccc(-c2cnc(C)o2)cc1S(=O)(=O)Nc1ccc(C)c(N(C)C)c1 | 3% | 19% | 11%
CCOC(=O)c1c(-c2ccc(C)cc2)csc1NC(=O)c1cc(=O)c2cc(C)c(C)cc2o1 | -2% | 0% | 1%
CC(NS(=O)(=O)c1ccc(OCC(=O)N2CCOCC2)cc1)c1ccccc1 (configuration not stated) | -3% | -2% | 0%

Next records follow:
SMILES | TDP1 cell CPT | GCN5L2 inh | FEN1 inhibitor
CC(C)n1c(-c2ccc(N(C)C)cc2)nc2ccccc21 | 29µM* | -4% | ?
CC(=O)Nc1ccc(NS(=O)(=O)c2c(C(=O)N3CCC(C)CC3)c(C)n(C)c2C)cc1 | -5% | -3% | 17%
CCCCn1c(SCC(=O)O)nc2ccccc21 | -12% | -10% | 5%
COc1ccc(CNC(=O)C[C@H]2C[C@H](C(=O)N3CCOCC3)[C@@]3(CCC4CCCC4)c4[nH]c5ccc(Cl)cc5c4CCN3C2=O)cc1OC | 16µM* | -10% | -20%
CC(=O)Oc1cc(O)c2c(c1)OC(c1ccc(OC(C)=O)c(OC(C)=O)c1)C(OC(C)=O)C2=O (configuration not stated) | -19% | -4% | 7%
COc1ccc(C(=O)N/C(=C\c2ccc(Cl)cc2)C(=O)NCC2CCCO2)cc1 (configuration not stated) | -17% | 1% | 2%
CC(C)(C)c1ccc(OC(=O)c2ccc3snnc3c2)cc1 | ? | -5% | 2%
Cc1ccccc1-n1cc(CNC(=O)CCc2nnc(CCc3ccccc3)o2)cn1 | 2% | ? | -4%
COc1cccc(CNC(=O)Cn2nc(C)c([N+](=O)[O-])c2C)c1 | -19% | -3% | 20%
CCNC(=S)N/N=C/c1cc(C)n(-c2ccc(Cl)cc2)c1C | 18µM* | -3% | -6%
Cc1ccc2c(c1)c1nnc(SCC(=O)Nc3ccc(N(C)C)cc3)nc1n2CC(=O)O | 0% | -12% | -27%
CC(=O)c1cc2c(cc1NC(=O)Cn1cnc3ccccc3c1=O)OCO2 | 13% | 2% | -17%
Cc1ccccc1Cn1c(C)c(CNCCCc2ccccc2)c(C(=O)O)c1C | ? | -7% | -2%
COc1ccc(CCC(=O)OCC(=O)c2cccc(OC)c2)cc1 | -2% | -9% | 2%
O=C(O)c1ccc(NCc2nc3ccccc3n2CCOc2ccccc2Cl)cc1 | ? | -2%&-1% | 2%&-18%
Cc1cc(O)c(C(C)C)cc1N=Cc1cc([N+](=O)[O-])ccc1O | 23µM* | -14% | -1%
Cc1ccc(NS(=O)(=O)c2ccc3c(c2)CC(=O)N3)cc1C | ? | -2% | -7%
COc1cccc(N/C(SCc2ccccc2Cl)=C(/C#N)C(=O)NCc2cccs2)c1 | ? | -11% | 10%
O=C(Nc1ccccc1Cl)Nn1cnnc1 | 0% | -22% | -15%
CCOc1ccc(CCNC(=O)c2cccc(Nc3nc4ccccc4nc3-n3nc(C)cc3C)c2)cc1OCC | -17% | -5% | 18%
CCN1CCN(S(=O)(=O)c2cccs2)CC1 | -11% | -12% | -13%
O=C(CN1C2=NCCN2c2ccccc21)c1cccs1 | -14% | 1% | 0%
OCC#CCSc1nnc(-c2ccccc2Br)o1 | -1% | -3% | -9%
COC(=O)c1ccc(COc2ccc(-c3nnn(CC(=O)NC(C)(C)C)n3)cc2)cc1 | -19% | 6% | -3%
O=C(NCC1(c2ccccc2)CCCC1)c1ccccc1Br | 16µM* | -10% | -4%
CC(=O)Nc1ccc(C(=O)OCCC(C)C)cc1 | -27% | 2% | 3%
COC(=O)Cc1csc(Nc2ccc(F)c(Cl)c2)n1 | -21% | -4% | -2%
Cc1ccc(S(=O)(=O)N2[C@@H](c3ccc(Br)cc3)C(C(=O)O)=CC[C@H]2c2cccc(Cl)c2)cc1 | 18% | ? | -4%
CC(C)[C@H](NC(=O)c1ccco1)C(=O)OCC(=O)N(C)c1ccccc1 | -14% | 0% | 1%
Cc1ccc(NC(=O)c2cc(S(=O)(=O)N3CCCCCC3)ccc2F)cc1F | 8.2µM* | -2% | 10%

2 records picked at random from the list so far, as already listed:
SMILES | TDP1 cell CPT | GCN5L2 inh | FEN1 inhibitor
CC(=O)Nc1ccc(NS(=O)(=O)c2c(C(=O)N3CCC(C)CC3)c(C)n(C)c2C)cc1 | -5% | -3% | 17%
CC(C)[C@H](NC(=O)c1ccco1)C(=O)OCC(=O)N(C)c1ccccc1 | -14% | 0% | 1%

Other results follow.
SMILES | TDP1 cell CPT | GCN5L2 inh | FEN1 inhibitor
COc1cc(/C=C/C(=O)OC(C)C(=O)NC2CCCCC2C)cc(Cl)c1OC (configuration not stated) | ? | -5% | -13%
O=C(Nc1ccc(N2CCN(C(=O)c3ccc(Cl)cc3)CC2)cc1)c1cccs1 | -26% | -5% | 2%
O=C(N=C1SC2CS(=O)(=O)CC2N1c1ccc(Cl)cc1)C1CCCO1 (configuration not stated) | 8% | -12% | -9%
COc1cccc(NC(=O)C2CCCN(S(=O)(=O)c3cn(C(C)C)cn3)C2)c1 (configuration not stated) | -15% | 26% | 0%
Cc1ccc(S(=O)(=O)Nc2cc(C(C(=O)OC(C)C)C(=O)C(F)(F)F)c(O)c3ccccc23)c(C)c1 (configuration not stated) | ? | -11% | -3%
COC(=O)c1cc(OC)c(OC)cc1NC(=O)c1ccccc1 | -23% | 1% | 3%
CC(=O)Nc1ccc(/C(C)=N/NC(=O)c2ccc(F)cc2)cc1 | 10% | -2% | -7%
COc1ccc(/C=C/c2nc3ccccc3c(=O)n2-c2cccc(C(F)(F)F)c2)cc1 | 5.8µM* | -5% | -15%
